Screening data as filed in PubChem BioAssay.
APJ antagonist = APJ receptor antagonism | 330,000 tested, 0.32% active | inhibition, % at 20 µM | CHO-K1 APJ beta-arrestin complementation, luminescence;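 active means inhibition above about 40% at 20 µM, limit read from the data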;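 further: cells challenged with 10 nM apelin-13 agonist together with compound; plate controls were apelin-13 plus DMSO wells for no effect and DMSO wells lacking apelin-13 for full effect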
CXCR6 block = inhibitors of human CXCR6 receptor; O00574; CHO-K1 PathHunter CXCR6 beta-arrestin, luminescence; inhibition, % at 20 µM; 360,000 tested, 0.36% active; in the data active means inhibition above about 34%, passing the limit was not always enough;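 further: antagonist mode with CXCL16 agonist at 10 nM final; 0% = 10 nM CXCL16 with DMSO and 100% = unstimulated wells without agonist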
ATG4B inhibitor = ATG4B (human) cysteine protease inhibition. ATG4B cleavage of LC3-PLA2, NBD-HPC fluorescence, 1 h. inhibition, % at 8.33 µM. 340,000 tested, 0.51% active. AID 504462; in the data active means inhibition above about 40%
Target sequence (Q9Y4P1 whole entry, looked up): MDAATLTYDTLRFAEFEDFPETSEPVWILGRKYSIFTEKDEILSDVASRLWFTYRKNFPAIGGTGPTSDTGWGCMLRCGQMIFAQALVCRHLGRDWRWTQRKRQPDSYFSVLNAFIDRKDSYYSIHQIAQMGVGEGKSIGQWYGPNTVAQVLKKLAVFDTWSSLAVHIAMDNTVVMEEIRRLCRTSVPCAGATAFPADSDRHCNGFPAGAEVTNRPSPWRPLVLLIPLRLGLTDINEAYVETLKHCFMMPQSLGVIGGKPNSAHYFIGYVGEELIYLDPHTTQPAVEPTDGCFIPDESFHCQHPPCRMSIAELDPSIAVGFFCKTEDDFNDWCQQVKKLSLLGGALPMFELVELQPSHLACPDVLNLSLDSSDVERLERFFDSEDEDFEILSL
EBI2 block = blocks human EBI2 receptor beta-arrestin signaling | P32249 | EBI2 beta-arrestin recruitment, luminescence, 7a,25-OHC stimulated | 360,000 tested, 0.81% active | inhibition, % at 5 µM; in the data active means inhibition above about 38%;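 further: enzyme fragment complementation signal reports receptor beta-arrestin coupling in cells; 0% = agonist plus DMSO wells and 100% = wells without agonist; some results beyond the cut were filed as inactive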
APJ agonist = APJ receptor agonism | CHO-K1 APJ PathHunter beta-arrestin, luminescence; 0% DMSO wells, 100% apelin | activation, % at 20 µM | 330,000 tested, 0.11% active;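 active means activation more than six SD over the plate average, tested at 20 µM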;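 further: 0% = DMSO alone and 100% = apelin-13 at 10 nM; some results filed as inactive read as strong as hits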
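Test system: CHO-K1 APJ beta-arrestin complementation cell line. Amount: cell density 1000 per well. Controls: DMSO negative, 10 nM Apelin-13 positive. Signal: luminescent beta-gal fragment complementation, chemiluminescent substrate. Read-out basis: agonist-driven arrestin binding to APJ. Timing: compound stimulation 90 min at 25 °C, detection 60 min.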
Gli-Sufu antag = blocks Gli-Sufu signaling in a luciferase reporter | Sufu-KO-LIGHT fibroblasts, Gli luciferase reporter luminescence | inhibition, % at 5 µM | 340,000 tested, 0.74% active;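 active means inhibition above about 55%, limit read from the data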;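 further: 0% = DMSO-treated cells and 100% = wells with medium but no cells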
CCR6 antag = antagonists of human CCR6 receptor. P51684. CHO-K1 CCR6 PathHunter beta-arrestin, luminescence, CCL20-stimulated. inhibition, % at 20 µM. 340,000 tested, 0.49% active. AID 493098;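 active means compounds whose inhibition of the agonist-driven luminescence signal at 20 µM reaches about 50%, limit read from the data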;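 further: cells stimulated with CCL20 at 14 nM final; plate controls were DMSO with CCL20 for no effect and DMSO without agonist for full effect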
Target sequence (P51684 whole entry, looked up): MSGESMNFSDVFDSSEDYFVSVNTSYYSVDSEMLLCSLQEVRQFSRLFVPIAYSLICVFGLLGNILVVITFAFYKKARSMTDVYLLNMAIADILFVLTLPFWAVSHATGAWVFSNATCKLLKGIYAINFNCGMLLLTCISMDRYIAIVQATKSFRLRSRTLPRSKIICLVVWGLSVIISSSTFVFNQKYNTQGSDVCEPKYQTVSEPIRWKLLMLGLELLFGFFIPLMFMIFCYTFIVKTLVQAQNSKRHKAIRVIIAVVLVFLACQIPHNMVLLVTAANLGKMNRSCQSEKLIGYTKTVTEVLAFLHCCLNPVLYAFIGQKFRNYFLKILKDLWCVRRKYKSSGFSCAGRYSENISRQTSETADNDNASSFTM
UBC13 inh = inhibitors of human UBC13 polyubiquitin chain formation; AID 485273; inhibition, % at 20 µM; P61088; 330,000 tested, 0.47% active; TR-FRET; in the data active means inhibition above about 45%, passing the limit was not always enough
Target sequence (P61088 whole entry, looked up): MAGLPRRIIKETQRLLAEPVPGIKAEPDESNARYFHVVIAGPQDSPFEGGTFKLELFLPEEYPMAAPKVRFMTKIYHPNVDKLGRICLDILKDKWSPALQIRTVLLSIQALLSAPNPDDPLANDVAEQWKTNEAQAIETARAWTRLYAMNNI
* marks the source's active call; other numbers are inactive results; / = not tested or not shown. An unsorted share of the library; about 3% have a hit in one of these screens.

SMILES	APJ antagonist	CXCR6 block	ATG4B inhibitor	EBI2 block	APJ agonist	Gli-Sufu antag	CCR6 antag	UBC13 inh
COc1ccc(-c2ccc3nnc(SCC(=O)N4CCCC4)n3n2)cc1	-29	4	-10	-5	-4	-4	-1	9
CCCCn1cnc2c1c(=O)[nH]c(=O)n2CCCC	3	9	-11	-19	2	6	5	-8
CC(C)(C)NC(=O)Cn1c(SCC(=O)NC2CCCCC2)nc2ccccc21	-12	2	-4	-10	-1	-1	1	7
O=C(Nc1ccc(F)cc1)Nc1ccc(N2CCOCC2)c2nonc12	15	10	-6	-4	-3	-58	8	2
c1ccc(N2CCN(Cc3cnc(N4CCOCC4)s3)CC2)cc1	-7	-1	0	2	-1	24	-5	8
O=C(NCc1ccc(F)cc1)C1CCC(=O)N1C1CCCCC1 (centres undefined)	-1	0	-9	-2	0	1	19	2
COc1ccccc1OCc1ccc(C(=O)NCC2CCCO2)cc1 (centres undefined)	0	-5	-1	-5	-2	-9	2	9
COc1ccc(C(O)c2coc3ccc(O)c(CN(C)C)c23)cc1 (centres undefined)	-5	-6	-6	-9	-1	6	1	6
Cc1ccc(-n2nnnc2SCC(=O)N2CCN(C(=O)c3ccco3)CC2)c(C)c1	-15	4	-7	-4	-3	4	-22	10
O=C(c1cc2ccccc2oc1=O)N(Cc1ccccc1)CC1CCCO1 (centres undefined)	-6	7	-7	-6	1	-4	7	8
COC(=O)c1cc(S(=O)(=O)N2CCN(c3ccc([N+](=O)[O-])cc3)CC2)c[nH]1	13	12	-7	1	-5	51	13	-14
COc1cc(S(=O)(=O)N2CCOCC2)ccc1F	9	0	-8	-18	-1	1	-15	4
O=C(NNC(=O)c1cccc([N+](=O)[O-])c1)c1ccncc1	6	2	0	10	-1	1	-11	3
C=CCc1cccc(/C=N/NC(=O)CCC(=O)Nc2ccc(F)cc2)c1O	-3	2	-5	-6	-3	3	9	-10
Cc1ccc(S(=O)(=O)N2CCCN(C(=O)CNC(=O)c3cccc(C)c3)CC2)cc1	3	3	-35	-6	1	0	10	-17
COc1ccccc1C(=O)Nc1ccc(S(=O)(=O)N2CCCC2)cc1	-17	4	13	1	5	-19	11	-14
CC(C)Cc1nnc(NC(=O)CCC(=O)N2CCN(C3CCCC3)CC2)s1	7	-7	-6	1	-1	-9	-1	1
C/C=C(/C)C(=O)Nc1cccc(C2=NOC3(C2)C[C@@H](C(N)=O)N(C(=O)C2(C)CC2)C3)c1 (some centres undefined)	-3	0	7	-11	7	-23	-3	-5
COc1cc(OC)cc(C(=O)N2CCC(C(=O)Nc3ccc4c(c3)OCCO4)CC2)c1	9	-5	1	-7	0	-13	11	-6
COC(=O)c1cc(O)cc(OC)c1C(=O)c1c(O)cc(C)cc1O	-36	-4	1	-4	-3	-5	3	-9
CCS(=O)(=O)Nc1cccc(C2=NN(S(=O)(=O)CC)C(c3ccccc3)C2)c1 (centres undefined)	9	-6	3	1	-2	-7	3	-2
O=S(=O)(NCC1CCCO1)c1ccc(-c2ccc(S(=O)(=O)NCC3CCCO3)cc2)cc1 (centres undefined)	-2	-10	-6	-10	-1	74*	-16	6
Cn1c(=O)c2c(ncn2CC(=O)NC[C@H]2O[C@@H](n3cnc4c(N)ncnc43)[C@H](O)[C@@H]2O)n(C)c1=O	/	-7	4	-6	/	-12	26	/
CC(=O)c1ccc(OCC(O)CN2CCN(S(=O)(=O)c3c(C)cc(C)cc3C)CC2)cc1 (centres undefined)	/	-1	-23	32	/	-13	5	/
COCCSc1nnc(NC(=O)c2cc(OC)c(OC)cc2[N+](=O)[O-])s1	12	-2	-2	-6	-3	-4	7	-11
O=C(N/N=C\c1ccccc1)c1sccc1-n1cccc1	12	0	5	-8	2	9	-5	-3
CC1(C)C(=O)Nc2ccccc2N1C(=O)CSc1nnc2ccccn12	9	0	4	-12	-2	-5	10	-6
Cc1ccc(NS(=O)(=O)c2ccc3c(c2)NC(=O)CCS3)c(C)c1	-14	-5	-5	-5	8	5	5	4
COc1cc(NC(=S)N2CCCC(CO)C2)cc(OC)c1 (centres undefined)	-18	-11	-3	1	-2	-4	1	0
CCNc1ccc(C(=O)OC(C(=O)NC(N)=O)C(C)C)cc1[N+](=O)[O-] (centres undefined)	23	0	-19	12	0	59*	-12	-31
CC(C)c1ccc(N(CC(=O)O)S(=O)(=O)c2cccnc2)cc1	-47	0	-2	-5	-2	-8	-8	-13
C[C@@H]1CN=C2N(CCNC(=O)CCC3CCCCC3)[C@H](Cc3ccc(O)cc3)CN21	-1	2	-2	-1	-4	-3	-6	14
O=C(NC1CCN(Cc2ccccc2)CC1)c1cncc(Br)c1	-21	0	-6	-1	1	-3	11	-8
Cc1c(C(=O)OCCOC(C)C)[nH]c2c1C(=O)CC(C)(C)C2	14	-1	-8	5	-2	-7	3	2
Cc1ccc(S(=O)(=O)N2CCC(c3nnc(SCCN4CCCC4)n3C)CC2)cc1	-20	-10	2	-1	0	31	-12	-3
COc1ccccc1CCc1nnc(CCC(=O)NCC2CCCO2)o1 (centres undefined)	7	4	19	-3	-5	2	-11	-1
Cc1ccccc1-c1nnc(-c2cccc3ccccc23)o1	/	-4	-7	5	/	-59	14	/
COc1ccccc1/C=N/NC(=S)NCc1ccco1	-9	3	-8	4	0	-1	14	1
CCOc1ccccc1NC(=S)N1CCCc2ccccc21	-2	-3	-13	-9	0	7	2	-13
CCn1cc(CCCC(=O)NCc2cccc(OC)c2)c2ccccc21	-25	-2	8	-7	-2	12	15	-4
Cc1cccc(NC(=O)CS(=O)(=O)c2cn(C)c3ccccc23)c1	-41	-9	-8	-10	0	7	8	5
O=C(Cc1ccc([N+](=O)[O-])cc1)c1ccccc1	/	-2	4	-2	/	-11	7	/
CC(=O)c1ccc(NC(=S)NC(=O)c2c(Cl)c(C)nn2C)cc1	28	22	-2	-1	-6	-5	47	6
CCOc1ccc(NC(=O)CN(C)C(=O)Cc2n[nH]c(=O)c3ccccc23)cc1OCC	-2	0	-4	5	0	-3	1	-4
Cc1cc(C)c(S(=O)(=O)NC2CCN(Cc3ccccc3)CC2)c(C)c1	3	-12	-12	2	-2	3	-1	-2
Brc1ccc(CSc2nnc(-c3cnccn3)n2Cc2ccco2)cc1	-6	4	3	12	-4	-31	12	13
COc1ccc(-c2noc(CCC(=O)N3CCN(c4ccc(C(F)(F)F)cc4)CC3)n2)cc1	/	8	2	-3	/	-9	3	/
COc1ccccc1CCC(=O)N1CCN(S(=O)(=O)c2cc(C(F)(F)F)ccc2Cl)CC1	11	-7	4	28	1	-2	9	-2
N/C(=N\OC(=O)c1cccc(Br)c1)c1ccncc1	-57	-16	0	-18	12	-25	-2	3
CC1(c2ccc(OC(F)F)cc2)NC(=O)N(CC(=O)Nc2ccc(S(N)(=O)=O)cc2)C1=O (centres undefined)	-9	4	-13	-2	-2	-9	-18	6

Another view of some results above:
Compound | APJ antagonist | CXCR6 block | ATG4B inhibitor | EBI2 block | APJ agonist | Gli-Sufu antag | CCR6 antag | UBC13 inh
COc1ccccc1/C=N/NC(=S)NCc1ccco1 | -9 | 3 | -8 | 4 | 0 | -1 | 14 | 1
CCOc1ccccc1NC(=S)N1CCCc2ccccc21 | -2 | -3 | -13 | -9 | 0 | 7 | 2 | -13
CCn1cc(CCCC(=O)NCc2cccc(OC)c2)c2ccccc21 | -25 | -2 | 8 | -7 | -2 | 12 | 15 | -4
Cc1cccc(NC(=O)CS(=O)(=O)c2cn(C)c3ccccc23)c1 | -41 | -9 | -8 | -10 | 0 | 7 | 8 | 5
O=C(Cc1ccc([N+](=O)[O-])cc1)c1ccccc1 | / | -2 | 4 | -2 | / | -11 | 7 | /
CC(=O)c1ccc(NC(=S)NC(=O)c2c(Cl)c(C)nn2C)cc1 | 28 | 22 | -2 | -1 | -6 | -5 | 47 | 6
CCOc1ccc(NC(=O)CN(C)C(=O)Cc2n[nH]c(=O)c3ccccc23)cc1OCC | -2 | 0 | -4 | 5 | 0 | -3 | 1 | -4
Cc1cc(C)c(S(=O)(=O)NC2CCN(Cc3ccccc3)CC2)c(C)c1 | 3 | -12 | -12 | 2 | -2 | 3 | -1 | -2
Brc1ccc(CSc2nnc(-c3cnccn3)n2Cc2ccco2)cc1 | -6 | 4 | 3 | 12 | -4 | -31 | 12 | 13
COc1ccc(-c2noc(CCC(=O)N3CCN(c4ccc(C(F)(F)F)cc4)CC3)n2)cc1 | / | 8 | 2 | -3 | / | -9 | 3 | /
COc1ccccc1CCC(=O)N1CCN(S(=O)(=O)c2cc(C(F)(F)F)ccc2Cl)CC1 | 11 | -7 | 4 | 28 | 1 | -2 | 9 | -2
N/C(=N\OC(=O)c1cccc(Br)c1)c1ccncc1 | -57 | -16 | 0 | -18 | 12 | -25 | -2 | 3
CC1(c2ccc(OC(F)F)cc2)NC(=O)N(CC(=O)Nc2ccc(S(N)(=O)=O)cc2)C1=O (centres undefined) | -9 | 4 | -13 | -2 | -2 | -9 | -18 | 6

(listing goes on)
SMILES	APJ antagonist	CXCR6 block	ATG4B inhibitor	EBI2 block	APJ agonist	Gli-Sufu antag	CCR6 antag	UBC13 inh
CCN1CNC(=S)N(c2cc(C)ccc2C)C1	11	-2	-2	-5	0	-4	2	-16
Cc1c(C)c2ccc(OCC(=O)Nc3ccccn3)cc2oc1=O	34	1	-4	0	1	-62	-9	13
COc1ccc(N2CCN(C(=O)NC(=O)c3ccc(Cl)cc3)CC2)cc1	11	-10	2	5	2	-4	8	1
CCCCN(C)Cc1c(C)[nH]c2c(ccc3ccccc32)c1=O	6	-10	0	10	-3	4	14	-7
CCN(CC)c1ccc(NC(=O)CCCOc2cccc(C)c2)cc1	-48	-7	-6	28	-1	-15	4	-3
COc1ccc(S(N)(=O)=O)cc1C(=O)NNC(=O)CN(C)S(=O)(=O)c1ccc(Cl)cc1	-20	6	-11	-15	-8	-1	-1	-1
CCOc1ccc(NC(=O)COC(=O)c2ccc3c(c2)C(=O)N(CCc2ccccc2)C3=O)cc1	2	-1	-3	6	0	22	15	8
Cc1n[nH]c(C)c1S(=O)(=O)N1CCN(C(=O)c2ccco2)CC1	-10	-19	-4	-1	-1	1	1	-7
CCCCN(Cc1ccccc1)S(=O)(=O)c1cc2c(cc1Br)CC(C)N2C(C)=O (centres undefined)	/	2	-6	10	/	9	30	/
O=C(O)C(Oc1ccc2cc(-c3ccc(Cl)cc3)c(=O)oc2c1)c1ccccc1 (centres undefined)	-2	8	-4	0	1	-2	11	-4

Sorted by molar mass (high to low): 3 of the compounds above
SMILES	APJ antagonist	CXCR6 block	ATG4B inhibitor	EBI2 block	APJ agonist	Gli-Sufu antag	CCR6 antag	UBC13 inh
COCCSc1nnc(NC(=O)c2cc(OC)c(OC)cc2[N+](=O)[O-])s1	12	-2	-2	-6	-3	-4	7	-11
COc1ccccc1C(=O)Nc1ccc(S(=O)(=O)N2CCCC2)cc1	-17	4	13	1	5	-19	11	-14
CC(C)c1ccc(N(CC(=O)O)S(=O)(=O)c2cccnc2)cc1	-47	0	-2	-5	-2	-8	-8	-13

Next part
SMILES	APJ antagonist	CXCR6 block	ATG4B inhibitor	EBI2 block	APJ agonist	Gli-Sufu antag	CCR6 antag	UBC13 inh
Cc1c(C(=O)Nc2ccccn2)oc2ccc(Br)cc12	21	-6	9	20	7	-99	9	-2
COc1ccc(OC)c(NC(=O)CSc2nnc3ccc(-c4ccccn4)nn23)c1	6	-17	-13	-6	5	-13	0	-16
CCCn1c(C)cc(C(=O)CSc2nc3nc(C)cc(C)n3n2)c1C	-6	-2	-10	-12	5	10	3	0
O=C(C1CCCN1C(=O)c1cccs1)N1CCN(S(=O)(=O)c2ccc(F)cc2)CC1 (centres undefined)	28	5	-4	-14	-4	8	-1	15
